Screening results: PubChem BioAssay, National Center for Advancing Translational Sciences (NCATS)
S2 tox – cell viability loss in ATXN counter-screen; Potency, µM (top dose mostly 56.7 µM), actives largely listed as cytotoxic; hit rate 0.49% among 400,000; S2 cells (HEK-293 line with an ATXN2-luciferase reporter) viability, CellTiter-Fluor protease fluorescence, 24 h; note: potency is the fitted concentration of half-maximal effect; nearly all actives have a fitted effect of over 40% in size
ATXN2 expr inh – reduces ATXN2 reporter expression in HEK-293 cells. HEK-293 ATXN2-luciferase reporter, luminescence, 24 h. Potency, µM (highest dose often 57 µM), for inactives: top-dose activity change, negative = inhibition, actives largely listed as inhibitors. hit rate 0.72% among 360,000. AID 1745845; note: potency is the fitted concentration of half-maximal effect; % is set by controls: 0 for no effect and ±100 for the full control effect; nearly all actives have a fitted effect of over 55% in size
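qHTS (up to 57 uM final) was run with 24 h compound exposure of reporter cells at 37 °C. Each well was multiplexed: SteadyGlo luminescence measured ATXN2-luciferase expression after a fluorogenic Gly-Phe-AFC viability readout (25 uM final).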
KB-3-1 tox – KB-3-1 parental cell cytotoxicity | hit rate 1.4% among 400,000 | KB-3-1 viability, CellTiter-Glo ATP luminescence, 72 h | Potency, µM (series often up to 46.1 µM), for inactives: at the highest dose activity change, negative = cytotoxic, actives largely listed as cytotoxic; note: potency is the fitted concentration of half-maximal effect; % is set by controls: 0 for no effect and ±100 for the full control effect; nearly all actives have a fitted effect of over 60% in size
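Using CellTiter-Glo luminescence, growth of non-resistant KB-3-1 adenocarcinoma cells is assessed 72 h after pin-tool compound addition at 37 °C. Normalized responses across the concentration series yield fitted curves.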
HepG2 viability – HepG2 cytotoxicity, counter-screen for TGF-b inhibitors. HepG2 CAGA-GFP viability, ATP luminescence, 18 h. Potency, µM (titrated, usually from 46.1 µM), inactives show at the top dose activity change, negative = cytotoxicity, usual class: cytotoxic. hit rate 0.76% among 410,000. AID 588856; note: potency is the fitted concentration of half-maximal effect; some results filed as inactive show a strong effect at the top dose
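HepG2 CAGA-GFP cells (1000/well, DMEM with 1% FBS) received compound, then TGF-beta at 500 pg/mL final, and were incubated 18 hours at 37 degrees C. Viability was read by CellTiter-Glo luminescence. Media-only wells were set as complete cell-killing and DMSO as no toxicity.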
HT1080 IDH1KD tx – toxicity to HT-1080 IDH1 knockdown cells (counter line). HT-1080 IDH1 knockdown viability, ATP luminescence, 48 h. Potency, µM (top dose mostly 46.1 µM), for inactives: top-dose activity, negative = toxicity, most hits filed as cytotoxic. hit rate 2% among 360,000;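 note: potency is the fitted concentration of half-maximal effect; 0% = DMSO wells and -100% = cell-free medium wells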
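IDH1KD HT-1080 cells, 750/well, RPMI + 5% FBS; compound pinned after 2 h settling; 48 h, 37 °C; CellTiter-Glo luminescence; % activity normalised to DMSO and no-cell wells; curves fitted, classed by r2 and efficacy.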
IL-1B inflam inh – blocks inflammasome-driven IL-1 beta release | THP-1 LPS/ATP IL-1B secretion, AlphaLISA, 16 h; stronger effect = lower value | activity change, % at 57.5 µM | hit rate 4.7% among 360,000 | AID 743279; in the data active = activity change below about -50%; inconclusive = mostly about -30% to -49%; note: % is set by controls: 0 for no effect and ±100 for the full control effect
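Secreted IL-1B measured by AlphaLISA bead assay after 16 h compound exposure of THP-1 cells; compounds (final up to 57.5 uM) added 1 h before LPS (250 ng/mL) and ATP (1.25 mM) stimulation; lower signal means less secretion.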
SW480 rerep – DNA re-replication induction in SW480 cells. SW480 DNA re-replication, Hoechst DNA content imaging, 48 h. Potency, µM (series often up to 46.1 µM), for inactives: at the highest dose re-replication activation, actives largely listed as activators. hit rate 1.8% among 340,000; note: potency is the fitted concentration of half-maximal effect; % of control where 0% means no effect; nearly all actives have a fitted effect of over 55% in size
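Treated cells incubate 48 hr (37 C, 5% CO2), are stained 40 min with Hoechst, and nuclear fluorescence is enumerated; a rise in nuclei with high DNA signal marks re-replication.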
MCF10A rereplic – DNA re-replication induction in MCF 10a cells. MCF 10A DNA re-replication, Hoechst nuclear intensity, 48 h. Potency, µM (series often up to 46.1 µM), for inactives: top-dose activity, positive = re-replication, usual class: activators. hit rate 2.9% among 350,000; note: potency is the fitted concentration of half-maximal effect; % of control where 0% means no effect; nearly all actives have a fitted effect of over 50% in size
HT1080NT lethal – kills 2HG-producing HT-1080-NT fibrosarcoma cells; AID 686970; HT-1080-NT fibrosarcoma viability, CellTiter-Glo ATP luminescence, 48 h; Potency, µM (doses to about 46.1 µM), inactives show at the highest dose activity, negative = less viability, usual class: cytotoxic; hit rate 1.6% among 360,000;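 note: NT is the 2HG producing partner of a matched IDH1 knockdown line; potency is the fitted concentration of half-maximal effect; 0% = DMSO-treated cells and -100% = media-only wells without cells; nearly all actives have a fitted effect of over 55% in size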
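Luminescent CellTiter-Glo readout after 48 hours of compound exposure at 37 degrees C defined viability of HT-1080-NT cells. Activity was normalized to DMSO wells and cell-free media wells; concentration-response curves were fitted and assigned curve classes.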
Numbers without * were called inactive; i = inactive; ? = inconclusive; · = no result given; [ ] = another dose, or the depositor's remark. Unless noted, calls come from the whole dose curve; as a rule, active = well fitted curve in the direction sought with a large enough effect; inconclusive = small, poorly fitted or top-dose-only effect, or another doubt; inactive = no such curve, though single readings can be large; an effect the other way counts as inactive or inconclusive. The order is random; overall some 8.9% were active at least once.

No. | SMILES | S2 tox | ATXN2 expr inh | KB-3-1 tox | HepG2 viability | HT1080 IDH1KD tx | IL-1B inflam inh | SW480 rerep | MCF10A rereplic | HT1080NT lethal
1 | COc1ccc(-c2nn(-c3ccccc3)cc2C2NC(=O)NC(C)=C2C(=O)OC(C)C)cc1OC (stereo unspecified) | i | 9% | ? | 2% | · | · | · | · | ·
2 | COc1ccc2ccccc2c1/C=N/NC(=O)c1nnn(-c2nonc2N)c1C(C)C | i | -16% | 0% | -10% | ? | -2 | -7% | ? | -18%
3 | COc1cc(-n2c(=O)c3ccccc3n(Cc3ccccc3)c2=O)cc(OC)c1OC | ? | 94%[activator] | 5% | 3% | 18% | -19 | -2% | -2% | 16%
4 | Cc1cc(C(=O)COC(=O)c2ccc(Cl)c(S(N)(=O)=O)c2)c(C)n1CC1CCCO1 (stereo unspecified) | ? | 67%[activator] | -2% | 10% | 1% | 9 | -2% | 0% | 1%
5 | COCCNc1nc(NCCOc2ccccc2)c2sc(-c3ccccc3)cc2n1 | · | ? | -19% | -69% | 23µM* | -107* | · | · | 15µM*
6 | COc1ccccc1NC(=O)c1nn(-c2cccc(C(F)(F)F)c2)ccc1=O | i | -2% | 22% | 14% | 5% | -14 | 0% | -2% | -2%
7 | O=C(NCc1ccco1)C1Cc2cc(Cl)ccc2O1 (stereo unspecified) | i | 2% | -5% | 8% | 2% | -2 | ? | ? | -25%
8 | COC(=O)c1ccccc1CCC(C)=O | i | 0% | 0% | -29% | -1% | -8 | -7%[9.22 µM] | ? | 1%

Arranged by value in IL-1B inflam inh (largest number first): 6 from the list above
no.	compound	IL-1B inflam inh
4	Cc1cc(C(=O)COC(=O)c2ccc(Cl)c(S(N)(=O)=O)c2)c(C)n1CC1CCCO1 (stereo unspecified)	9
2	COc1ccc2ccccc2c1/C=N/NC(=O)c1nnn(-c2nonc2N)c1C(C)C	-2
8	COC(=O)c1ccccc1CCC(C)=O	-8
6	COc1ccccc1NC(=O)c1nn(-c2cccc(C(F)(F)F)c2)ccc1=O	-14
3	COc1cc(-n2c(=O)c3ccccc3n(Cc3ccccc3)c2=O)cc(OC)c1OC	-19
5	COCCNc1nc(NCCOc2ccccc2)c2sc(-c3ccccc3)cc2n1	-107*

New compounds follow
No. | SMILES | S2 tox | ATXN2 expr inh | KB-3-1 tox | HepG2 viability | HT1080 IDH1KD tx | IL-1B inflam inh | SW480 rerep | MCF10A rereplic | HT1080NT lethal
9 | Cc1cc(C(=O)OCC(=O)NCc2ccc3c(c2)OCO3)c2ccccc2n1 | i | -3% | -4% | -17% | 0% | -3 | 1% | 4% | -9%
10 | O=C(N/N=C/c1ccoc1)c1ccccc1F | i | 34% | -5% | 1% | 16% | -18 | -3% | -3% | 28%
11 | O=C1NC[C@H](Cc2ccc(O)cc2)N(C[C@@H]2CCCN2C[C@H](Cc2ccccc2)N2C[C@H](Cc3ccccc3)N(CCc3ccccc3)C(=O)C2=O)C1=O | i | 5% | 5% | · | 12% | -8 | · | · | 15%
12 | CC1(C)CC[C@]2(C(=O)O)[C@H](O)C[C@]3(C)C(=CCC4[C@@]5(C)C[C@H](O)[C@H](O)[C@@](C)(CO)C5CC[C@]43C)[C@@H]2C1 (stereo partly specified) | i | -15% | -1% | -18% | -3% | 36 | -1% | 10% | -1%
13 | CC(=O)Nc1cccc(C(=O)NC2CCCc3c2cnn3-c2ccccc2F)c1 (stereo unspecified) | i | 9% | 14% | -8% | 16% | 38 | 8% | 14% | 11%
14 | O=C(O)c1ccc(OCC(F)(F)F)nc1 | i | -19% | -7% | 9% | 6% | 1 | -5% | -2% | 13%
15 | COc1ccc(C)c2sc(N3CCCC3)nc12 | i | -9% | 1% | -16% | 10% | 2 | -2% | 7% | 15%
16 | COCCn1c(=S)[nH]c2sc3c(c2c1=O)CCC(C)C3 (stereo unspecified) | i | -6% | -5% | -5% | -5% | 22 | ? | ? | -6%

2 entries from above, in transposed form:
14. O=C(O)c1ccc(OCC(F)(F)F)nc1
16. COCCn1c(=S)[nH]c2sc3c(c2c1=O)CCC(C)C3 (stereo unspecified)

| Assay by compound | 14 | 16 |
| --- | --- | --- |
| S2 tox | i | i |
| ATXN2 expr inh | -19% | -6% |
| KB-3-1 tox | -7% | -5% |
| HepG2 viability | 9% | -5% |
| HT1080 IDH1KD tx | 6% | -5% |
| IL-1B inflam inh | 1 | 22 |
| SW480 rerep | -5% | ? |
| MCF10A rereplic | -2% | ? |
| HT1080NT lethal | 13% | -6% |

(continued)
No. | SMILES | S2 tox | ATXN2 expr inh | KB-3-1 tox | HepG2 viability | HT1080 IDH1KD tx | IL-1B inflam inh | SW480 rerep | MCF10A rereplic | HT1080NT lethal
17 | COc1cccc(/C=C/C(=O)OCC(=O)NC(=O)NC2CCCC2)c1 | i | · | 2% | -13% | 3% | 2 | -2% | -2% | -2%
18 | CSc1cccc(NC(=O)C2C3C=CC4(O3)C2C(=O)N(CCN2CCOCC2)C4C(=O)NC2CCCCC2)c1 (stereo unspecified) | ? | 5% | -11% | 8% | 1% | 7 | -19% | -28% | -1%
19 | COc1ccccc1OCCNc1ccc(S(=O)(=O)N2CCCC2)cn1 | i | 1% | 8% | 2% | 11% | -11 | -59%[inhibitor] | -11% | 11%
20 | CCOc1ccc(Nc2oc(Cc3ccccc3)nc2C#N)cc1 | i | 31% | -1% | 7% | -17% | 0 | -2% | 3% | -14%
21 | CSc1ccc(/C=C(\NC(=O)c2ccc(C)cc2)C(=O)NN)cc1 | i | · | 2% | -2% | 4% | ? | -5% | 1% | -4%
22 | CCN(C(=O)CN1C=NS(=O)(=O)c2ccccc21)c1ccccc1 | i | 7% | 1% | -17% | 0% | 1 | -3% | 5% | 3%
23 | O=C(CNC(=O)c1cccc(OC(F)F)c1)OCC(=O)c1ccccc1 | i | 9% | 14% | -5% | 13% | 8 | -8%[1.84 µM] | -26% | -3%
24 | O=C(c1ccc2c(c1)N(Cc1ccccc1)C(=O)c1ccccc1S2=O)N1CCC(Cc2ccccc2)CC1 (stereo unspecified) | i | -24% | ? | -25% | · | · | · | · | ·

Next section.
No. | SMILES | S2 tox | ATXN2 expr inh | KB-3-1 tox | HepG2 viability | HT1080 IDH1KD tx | IL-1B inflam inh | SW480 rerep | MCF10A rereplic | HT1080NT lethal
25 | CCCn1c(=N)c(C#N)cc2c(=O)n3ccccc3nc21 | · | · | 4% | -25% | -5% | -4 | ? | 225% | -8%
26 | COc1ccc2c(c1)C(CC(C)=O)N(c1ccc(-c3cccs3)cc1)C(c1ccsc1)=C2 (stereo unspecified) | ? | -16% | 10µM* | · | -15% | -1 | · | · | -14%
27 | Cc1cc(N2CCN(C(C(=O)NC3CCCC3)c3ccc(F)cc3)CC2)c2ccccc2n1 (stereo unspecified) | · | · | ? | · | ? | -2 | · | · | ?
28 | COc1ccc(CN(C)C(=O)c2ccc(NS(=O)(=O)c3ccc4[nH]c(=O)[nH]c4c3)cc2)c(OC)c1OC | i | · | -5% | -5% | 6% | -15 | -6% | 12% | 8%
29 | COc1ccc(S(=O)(=O)N2CCC(C(=O)N[C@@H](C)C(=O)NCc3ccccc3OC)CC2)cc1 | i | -1% | 1% | 2% | 3% | -9 | 13% | -1% | -2%
30 | O=C(NNC(=O)c1cc2ccccc2cc1O)Nc1ccccc1F | i | -5% | -4% | -38% | -22% | 3 | 12% | -26% | -14%
31 | Cc1cccc(-c2cnn(-c3cccc([N+](=O)[O-])c3)c2N)c1 | i | 54%[activator] | -2% | -41% | 10% | -9 | -140%[inhibitor] | -11% | 14%
32 | CC(=O)Nc1c(C#N)c(-c2ccccc2)c(C#N)c(=O)n1-c1ccc(C)cc1 | i | 4% | 0% | -29% | 19% | -11 | · | · | 1%

(cont.)
No. | SMILES | S2 tox | ATXN2 expr inh | KB-3-1 tox | HepG2 viability | HT1080 IDH1KD tx | IL-1B inflam inh | SW480 rerep | MCF10A rereplic | HT1080NT lethal
33 | Nc1nnc(CC(=O)N/N=C/c2ccc(-c3ccc(Cl)cc3Cl)o2)s1 | i | -11% | 18% | -7% | -2% | 37 | 17% | ? | 2%
34 | CCOC(=O)C1=C(C)N=C2SC(C(=O)OC)=CC(=O)N2C1c1cc(OC)c(OC)c(OC)c1 (stereo unspecified) | i | -1% | 7% | 0% | 2% | 11 | -10% | 7% | 1%
35 | COc1ccccc1OCc1ccc(C(=O)n2nc(C)c(Cl)c2C)o1 | i | 1% | 5% | -7% | -3% | -8 | 1% | -32%[inhibitor] | 0%
36 | NC(=O)Nc1ccc(Oc2ncc(C(F)(F)F)cc2Cl)cc1 | i | -26%[11.3 µM] | 3% | 4% | -20% | -7 | -12% | -5% | -3%
37 | CC(=O)Nc1ccccc1C(=O)N1CC(C)OC(C)C1 (stereo unspecified) | i | -1% | 7% | -18% | 9% | -2 | -4% | 8% | 18%
38 | Cc1ccc(S(=O)(=O)NCCSCc2ccccc2)cc1 | i | 1% | 0% | -24% | -2% | -1 | 8% | 27% | 1%
39 | O=C(c1cccs1)c1sccc1Cc1ccccc1 | i | 41%[activator] | 0% | -21% | -8% | 4 | 14% | 8% | -1%
40 | C=C1CCN([C@@H](Cc2ccccc2)C(=O)NCc2ccc(Cl)cc2)S(=O)(=O)c2ccccc21 | i | 10% | -20% | -11% | 8% | 0 | 3% | 2% | 0%
41 | c1ccc(Cn2nnc3c(N4CCc5ccccc54)ncnc32)cc1 | i | -11% | -1% | -13% | 7% | 39 | -3% | 2% | 11%
